# Assay outcomes as filed in PubChem BioAssay.
# NCF1 inh – p47phox (human) inhibition | P14598 | p47phox/p22phox peptide binding, fluorescence polarization, 2 h | inhibition, % at 24.7 µM | 0.53% of 220,000 active;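 active = inhibition above about 30%, limit read from the data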;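 note: 0% = p47phox with labelled peptide and 100% = labelled peptide alone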
# Target sequence (P14598 whole entry, looked up): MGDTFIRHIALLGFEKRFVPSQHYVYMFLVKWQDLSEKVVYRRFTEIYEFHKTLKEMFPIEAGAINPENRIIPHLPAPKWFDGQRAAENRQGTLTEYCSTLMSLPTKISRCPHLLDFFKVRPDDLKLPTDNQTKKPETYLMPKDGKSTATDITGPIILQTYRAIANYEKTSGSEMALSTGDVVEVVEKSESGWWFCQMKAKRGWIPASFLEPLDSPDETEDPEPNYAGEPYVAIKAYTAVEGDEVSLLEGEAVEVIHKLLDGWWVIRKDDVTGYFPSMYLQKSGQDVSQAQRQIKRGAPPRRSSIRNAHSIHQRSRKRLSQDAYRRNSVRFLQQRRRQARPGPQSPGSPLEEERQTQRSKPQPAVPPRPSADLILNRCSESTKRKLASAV
# CHOP inh – CHOP inhibition in unfolded protein response; CHO-K1 CHOP-promoter luciferase, tunicamycin-induced, 15-18 h; inhibition, % at 10 µM; 3.8% of 220,000 active; AID 2732;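 active = compounds that reduced the stress-induced luciferase reporter signal by more than about 70% of percent inhibition, limit read from the data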;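 note: 0% = tunicamycin plus vehicle and 100% = wells without tunicamycin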
# S1P4 antag – blocks the human S1P4 receptor; S1P4-expressing cells, antagonist mode, reporter read-out; inhibition, % at 4.98 µM; 0.26% of 220,000 active; AID 1510; in the data active = inhibition above about 29%;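 note: 0% = wells stimulated with agonist and 100% = vehicle wells without agonist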
# NPY Y1 blocker – NPY-Y1 (human) receptor antagonism | P25929 | HEK293-CNG Y1 cells, membrane potential fluorescence; NPY at EC95, then isoproterenol | AID 1040 | 1% of 200,000 active | inhibition, % at 3.6 µM;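 active = inhibition above the campaign mean inhibition of all tested compounds plus 3 SD, cut at about 20% in these data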;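 note: 0% = DMSO wells given NPY plus isoproterenol and 100% = isoproterenol alone without NPY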
# Target sequence (P25929 whole entry, looked up): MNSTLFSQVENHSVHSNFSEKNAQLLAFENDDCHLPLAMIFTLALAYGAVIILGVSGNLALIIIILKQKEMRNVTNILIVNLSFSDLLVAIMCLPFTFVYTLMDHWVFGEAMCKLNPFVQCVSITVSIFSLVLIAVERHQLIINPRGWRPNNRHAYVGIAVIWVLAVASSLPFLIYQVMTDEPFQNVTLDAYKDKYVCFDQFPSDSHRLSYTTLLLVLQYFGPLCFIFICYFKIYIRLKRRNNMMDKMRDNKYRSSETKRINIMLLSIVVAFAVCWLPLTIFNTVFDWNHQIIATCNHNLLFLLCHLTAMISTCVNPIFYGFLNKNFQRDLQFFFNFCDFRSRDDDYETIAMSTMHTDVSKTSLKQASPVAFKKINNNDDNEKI
#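 Test system: HEK293 cells co-expressing NPY Y1 receptor and cyclic-nucleotide gated channel; Also added: NPY (25 nM), isoproterenol (1 µM), Ro 20-1724 (25 µM); Compound dosing: one concentration, 3.6 µM, in 0.4% DMSO; Timing: dye 3 h, compound 60 min room temperature, stimulation 45 min; Technique: Membrane-potential fluorescent dye readout.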
# NPY2 pot ag – potentiates or activates human NPY-Y2 receptor; P49146; cells expressing NPY-Y2, potentiator/agonist read-out; activation, % at 3.6 µM; 0.45% of 220,000 active; AID 1359; in the data active = activation above about 27%;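 note: cells stimulated with NPY near EC25 plus isoproterenol at EC100; 0% = vehicle plus submaximal agonist and 100% = vehicle plus saturating agonist; some results beyond the cut were filed as inactive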
# NPY1 pot ag – potentiates or activates human NPY-Y1 receptor; P25929; NPY-Y1 expressing cells, potentiator/agonist activation; activation, % at 3.6 µM; 0.37% of 220,000 active; in the data active = activation above about 33%, passing the limit was not always enough;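 note: cells stimulated with NPY at EC10 then isoproterenol at EC100; 0% = low agonist plus stimulus and 100% = saturating agonist plus stimulus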
# BaF3 tox – reduces parental Ba/F3 cell viability, JAK2V617F counter-screen. AID 1486. CellTiter-Glo ATP luminescence. inhibition, % at 5.6 µM. 1.1% of 220,000 active;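 active = inhibition above a per-campaign cutoff, the mean inhibition of all tested compounds plus 3 SD, cut at about 27% in these data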;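 note: 0% = DMSO wells and 100% = JAK Inhibitor I control wells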
# S1P4 agonist – agonists of human S1P4 receptor; AID 1509; S1P4-expressing cell line, agonist reporter assay; O95977; activation, % at 4.98 µM; 0.35% of 220,000 active; in the data active = activation above about 11%;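 note: 0% = DMSO vehicle and 100% = reference agonist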
# Ba/F3 V617F tox – lowers viability of Ba/F3 cells expressing EpoR and JAK2V617F; ATP luminescence; inhibition, % at 5.6 µM; 1.1% of 220,000 active; AID 1446;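 active = inhibition above the campaign mean plus 3 SD over all tested compounds, cut at about 24% in these data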;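 note: cytokine-independent growth of Ba/F3 cells driven by EpoR plus mutant JAK2; 0% = DMSO-treated cells and 100% = JAK inhibitor I control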
# An asterisk follows results filed as active; / = not tested or not shown.
Structure,NCF1 inh,CHOP inh,S1P4 antag,NPY Y1 blocker,NPY2 pot ag,NPY1 pot ag,BaF3 tox,S1P4 agonist,Ba/F3 V617F tox
CCOC(=O)CN1C(=O)S/C(=C/c2ccc(OC)c([N+](=O)[O-])c2)C1=O,-7,-44,-1,3,-2,-27,1,-1.2,2
COC(=O)Cc1cc(=O)n2[nH]c(C(F)(F)F)nc2n1,-6,6,1,3,-13,7,-3,-0.7,3
O=S(=O)(CCN1CCSCC1)c1ccc(Cl)cc1,-4,23,1,/,2,5,-1,-0.2,-3
COC(=O)COc1ccc(Oc2nc(SC)nc(N(C)C)n2)nn1,-20,46,-12,0,1,15,1,1.1,0
CCOC(=O)N1CCN(C(=O)CSc2nnc(Cc3cccn3C)n2CCc2ccccc2)CC1,0,24,16,-2,0,13,7,0.2,3
O=C1CCCC(=NCc2ccco2)C1,-36,48,-10,3,-1,-11,-1,1.6,-2
CCn1cc(C2=NOC(C(=O)Nc3ccccc3C(=O)OC)C2)c(C)n1 (centres undefined),-9,51,-21,-1,2,9,-1,3.2,1
COc1ccc(CNC(=O)CS(=O)CC(=O)O)cc1OC (centres undefined),-2,15,4,-1,8,-14,2,-0.5,-1
C#CCOCCOCCOCCNc1nc(N2CCN(C(=O)[C@H]([C@@H](C)CC)n3cc(CCCN=C(N)N)nn3)CC2)nc(N2CCN(C(=O)[C@H](CCCCN)n3cc(CCC(=O)O)nn3)CC2)n1,-8,0,19,-1,-1,14,8,1.5,4
O=c1c2cc(N3CCOCC3)ccc2[nH]c(=S)n1CCCN1CCCCCC1,6,1,-2,4,-6,-1,7,-0.1,3
CN(C)c1ccc(C2Nc3ccccc3C(=O)N2CCCN2CCOCC2)cc1 (centres undefined),-3,42,-7,/,6,0,0,-0.6,-2
COc1ccc(Cl)cc1C(=O)Nc1cccc(-c2ccc3nncn3n2)c1,33*,46,7,-2,-1,-1,-1,-0.2,-1
OCCCNCc1ccc(-c2ccccc2)cc1,0,7,-20,4,-7,-16,8,-1.7,4
O=C(Cn1nc(-c2ccc3c(c2)OCCO3)ccc1=O)Nc1cccc(NC(=O)c2ccccn2)c1,-23,30,17,-4,-2,3,4,-0.3,-2
COc1ccc(NC(=O)Nc2nnc(C(C)(C)C)s2)cc1,-13,-9,-4,/,17,13,1,0.8,-1
COc1ccccc1C(=O)O/N=C(/c1ccncc1)c1ccc([N+](=O)[O-])cc1,-11,26,5,11,1,-7,2,-2.0,0
COc1ccc(S(=O)(=O)N2CCCCCC2)cc1NC(=O)Cc1cc(OC)c(OC)c(OC)c1,-7,12,0,2,-2,-16,3,1.9,-1
Cc1ccc(C2=C/C(=C/c3cccnc3)C(=O)O2)c(C)c1,-11,24,-31,-3,-2,-1,4,0.5,1
CC(=O)N1CCc2cc(Br)cc(S(=O)(=O)N3CCN(c4ccccn4)CC3)c21,/,/,10,9,-5,10,7,0.9,-1
CCS(=O)(=O)Nc1cccc(C2=NN(S(=O)(=O)c3ccc(F)cc3)C(c3cccs3)C2)c1 (centres undefined),-47,28,-13,2,7,17,5,1.4,-1
O=C(N/C(=C/c1ccc(Br)cc1)C(=O)N1CCOCC1)c1cccs1,-4,-9,1,6,2,-7,6,1.9,1
Cc1noc(C)c1Cn1nc(C(=O)O)c2ccccc2c1=O,-8,-21,2,10,-11,-35,0,-1.5,-5
CC(C)SCc1nc2ccccc2[nH]1,-18,24,1,9,5,-6,0,0.4,-2
Brc1ccc(Oc2nsnc2N2CCOCC2)cc1,3,84*,-28,15,7,-29,-1,0.5,-3

# Molecules shown so far that contain two or more sulfur atoms, in the order listed:
Structure,NCF1 inh,CHOP inh,S1P4 antag,NPY Y1 blocker,NPY2 pot ag,NPY1 pot ag,BaF3 tox,S1P4 agonist,Ba/F3 V617F tox
O=S(=O)(CCN1CCSCC1)c1ccc(Cl)cc1,-4,23,1,/,2,5,-1,-0.2,-3
CCS(=O)(=O)Nc1cccc(C2=NN(S(=O)(=O)c3ccc(F)cc3)C(c3cccs3)C2)c1 (centres undefined),-47,28,-13,2,7,17,5,1.4,-1

# The results go on.
Structure,NCF1 inh,CHOP inh,S1P4 antag,NPY Y1 blocker,NPY2 pot ag,NPY1 pot ag,BaF3 tox,S1P4 agonist,Ba/F3 V617F tox
CN(C)c1ccc(C(=O)OCC(=O)NC2CCCCCC2)cc1,-5,28,-16,7,-10,-8,1,1.2,-1
Cc1ccc(OC(=O)COc2ccccc2)c(-n2nc3ccccc3n2)c1,6,-30,-1,8,-29,-26,-2,1.8,-4
CC(=O)Nc1ccc(NC(=O)c2cccc(-c3cc4ccccc4oc3=O)c2)cc1,8,-15,-8,8,-2,5,5,0.9,-1
Clc1ccc(Cn2c(/C=C/c3ccco3)nc3ccccc32)cc1,-62,-4,-5,2,2,-3,27*,1.6,-2
Cc1ccccc1-n1c(SCC(=O)N/N=C/c2sccc2C)nc2ccccc2c1=O,0,27,-4,-3,12,13,4,-1.5,-1
Cc1cccc(C)c1NC(=O)CSc1nnc(-c2ccoc2C)n1CCc1ccccc1,0,33,7,0,-5,-5,9,-0.3,8
Cc1ccc(S(=O)(=O)CC(C)(O)CS(=O)(=O)c2ccc(C)cc2)cc1,-11,-3,16,/,-12,-5,4,0.9,-2
Fc1ccc2[nH]c3c(c2c1)CN(C(=S)NCc1ccccc1)CC3,-15,12,-11,/,21,4,4,1.0,-2
CCCCC(=O)NC(=S)NNC(=O)CC,5,40,-11,1,16,-2,-1,-1.4,-4
O=C(c1cccs1)N1CCN(C/C=C/c2ccccc2)CC1,-6,-6,-5,3,0,1,-3,-0.2,-4
CC(Cc1cccs1)NC(=O)Nc1cccc(Cl)c1 (centres undefined),-13,-4,4,5,-12,3,9,-2.4,-3
COc1cccc(CN(C)c2nc(-c3cccs3)nc3ccccc23)c1,-13,52,-1,17,-9,-36,7,-1.2,5
CCCCOC(=O)Nc1cccc(C(=O)OCC)c1,-1,3,-4,7,-18,-18,0,-1.1,6
CCOC(=O)c1ccc(NCc2ccc(N(C)C)cc2)cc1,-2,55,-13,-2,-12,1,5,2.1,2
CCOC(=O)NC(=O)c1cn(Nc2ncc(Cl)cc2C(F)(F)F)c(=O)[nH]c1=O,1,4,-12,/,-1,0,3,-0.3,-5
Cc1ccccc1NC(=O)c1c([N+](=O)[O-])c(C(C)(C)C)nn1C,0,-11,-18,0,20,-12,2,1.6,-3
CCOc1ccc(C(=O)N2CCCC2)cc1OC,-15,41,-7,4,-5,-27,6,2.7,0
CCn1nc(C)cc1C(=O)Sc1ccc(Cl)cc1Cl,-2,-75,8,/,-5,3,-1,-0.5,-1
COc1cccc(Cn2c(=O)c3ccccc3n3nc(C)cc23)c1,-2,35,-14,8,2,-3,-1,1.9,-3
O=C(c1sc2ccccc2c1Cl)N1CCN(c2ncccn2)CC1,-3,17,-16,7,-19,-10,3,-0.6,4
COC(=O)c1c(C)oc2ccc(NS(=O)(=O)c3cc(OC)ccc3OC)cc12,-24,20,-9,-3,9,-4,4,-1.0,-3
O=C(COC(=O)CC1CC2CCC1C2)Nc1ccc(F)cc1 (centres undefined),-1,15,2,-1,-7,4,4,-0.6,0
COc1ccc(C(=O)Nc2ccc(Cl)c(Cl)c2)c(OC)n1,-1,3,9,5,14,-33,0,0.5,-3
CCc1ccc(NC(=O)c2ccc(F)c(S(=O)(=O)N(CC)c3ccccc3)c2)cc1,-12,77*,-10,0,2,-4,6,4.9,-3
Cc1ccc(S(=O)(=O)N(C(=O)c2ccncc2)c2ccc(OC(=O)c3ccncc3)cc2)cc1,-2,50,-4,2,9,17,5,1.2,-5
CC1CCN(CC(C)CNC(=O)c2cc(-c3ccccn3)nc3ccccc23)CC1 (centres undefined),2,36,-13,11,-14,-4,2,3.5,-1
O=C(O)CC(CNS(=O)(=O)c1ccccc1)c1ccccc1 (centres undefined),-4,3,11,0,11,3,0,-1.0,-2
CC(/C=N/Nc1ccc2nncn2n1)=C\c1ccccc1,-5,10,-5,/,9,13,0,2.0,-3
O=C(CCC(=O)c1ccccc1)NCc1ccccc1,-3,-1,3,/,-6,-9,-4,0.9,4
CCN(CC)C(=O)CSc1ncnc2c1cnn2-c1ccccc1,-12,-23,-12,-1,6,8,5,-1.1,1
COc1ccc(C(=O)Nc2cccc(C)c2)cc1S(=O)(=O)N1CCOCC1,-13,4,-35,2,6,0,1,0.8,-2
CCOC(=O)C1=C(Cc2ccc(OC)cc2)C(=O)c2ccccc2C1=O,93*,95*,14,2,5,0,0,-1.7,1
COc1ccc(Nc2nc(C)cc(=O)[nH]2)cc1,-7,19,-9,1,-1,-12,4,-1.0,-4
CC(=O)Nc1cccc(Cn2cccn2)c1,-15,11,-13,-9,20,8,2,-1.5,-1
Cc1ccc(C)c(NC(=O)c2ccccc2NC(=O)C2CCCO2)c1 (centres undefined),-11,2,-7,8,-7,-6,-3,0.5,0
C=CCNC(=O)c1ccccc1NC(=O)c1cccc2ccccc12,-12,-15,-7,-3,7,13,7,1.7,2
CC1=CC(C)C(C(=O)O)C(C(=O)N2CCN(C)CC2)C1 (centres undefined),-4,7,-6,3,9,14,4,0.9,1
CCOC(=O)C1CCCN(Cc2nc(C3CC3)no2)C1 (centres undefined),-5,1,-18,/,-19,14,2,1.4,-3
COc1cc(C(=O)NC(=S)Nc2ccc([N+](=O)[O-])cc2)cc(OC)c1OC,0,-6,-30,10,9,-20,6,0.0,3
CCSc1nnc(NC(=O)CSc2nnc(Cc3cccn3C)n2-c2ccc(C)cc2)s1,-7,13,-13,-3,7,-7,4,2.5,-4
Cc1nnc(SCC(=O)Nn2cnnc2)s1,-8,4,-3,-3,10,12,3,-0.2,0
CCc1c(C)nc(N)n2c(SCC(=O)Nc3ccccc3)nnc12,-4,-4,5,5,-14,4,3,-1.9,-3
CC(=O)NC(=S)Nc1ccc(-c2nc3ccc(C)cc3s2)cc1,-35,-49,-1,2,19,-4,2,1.5,-3
Cc1ccc(/C=C(\C#N)c2nn(-c3ccccc3)c(N)c2C#N)cc1,-10,-9,-4,-1,5,0,2,1.1,-3
NC(=O)CCn1nc(-c2ccccc2)c2ccccc2c1=O,-5,32,-12,0,18,4,9,2.2,-2
CCOC(=O)C1(C)NC(c2ccco2)C2C(=O)N(C)C(=O)C21 (centres undefined),-5,-14,-6,-2,0,24,11,0.1,-1
COc1ccc(-c2cc(=O)c3cc(OC)c(OC)cc3[nH]2)cc1,7,-8,6,2,6,7,1,-0.4,-5
COc1ccc(NCc2nn(CC(=O)c3ccc(Br)cc3)c3[n+]2CCCCC3)cc1,1,5,-5,-1,0,-5,2,0.9,-2
Fc1ccc(Nc2c(-c3ccco3)nc3ccccn23)cc1,-10,-3,-17,7,32*,-1,3,-1.2,-2
Cc1cc(NC(=O)c2ccco2)ccc1NC(=O)Cc1cccs1,-9,-21,-2,-1,-10,11,3,0.3,4
Cc1nnc(SCc2ccccc2)nc1/C=C/NOCc1ccc(Cl)cc1Cl,-3,0,0,4,-10,-3,0,-5.8,-4
Cc1nn(Cc2ccccc2)c(Cl)c1/C=N/NC(=O)CNc1cccc(C(F)(F)F)c1,-4,94*,-9,3,20,-13,2,1.2,-2
